# NCOA1 inh = inhibitors of human steroid receptor coactivator 1 (SRC1); AID 588354; inhibition, % at 3.6 µM; hit rate 0.12% among 360,000; HEK293 GAL4-SRC1 luciferase reporter, luminescence; Q15788;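 active means inhibition above the campaign mean plus 3 SD, with each screening campaign given its own cutoff, cut at about 60% in these data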;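 further: 0% = DMSO treated cells and 100% = gossypol at 36 µM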
# NR5A2 inv ag = suppresses constitutive activity of human LRH-1. inhibition, % at 3.6 µM. AID 602396. O00482. HEK293T StAR-luciferase reporter, LRH-1 transfected, 24 h. hit rate 0.13% among 360,000;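 active means inhibition above the mean inhibition of all tested compounds plus 3 SD, cut at about 73% in these data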;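 further: 0% = DMSO wells and 100% = reporter-only cells lacking LRH-1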
# Target sequence (O00482 whole entry, looked up): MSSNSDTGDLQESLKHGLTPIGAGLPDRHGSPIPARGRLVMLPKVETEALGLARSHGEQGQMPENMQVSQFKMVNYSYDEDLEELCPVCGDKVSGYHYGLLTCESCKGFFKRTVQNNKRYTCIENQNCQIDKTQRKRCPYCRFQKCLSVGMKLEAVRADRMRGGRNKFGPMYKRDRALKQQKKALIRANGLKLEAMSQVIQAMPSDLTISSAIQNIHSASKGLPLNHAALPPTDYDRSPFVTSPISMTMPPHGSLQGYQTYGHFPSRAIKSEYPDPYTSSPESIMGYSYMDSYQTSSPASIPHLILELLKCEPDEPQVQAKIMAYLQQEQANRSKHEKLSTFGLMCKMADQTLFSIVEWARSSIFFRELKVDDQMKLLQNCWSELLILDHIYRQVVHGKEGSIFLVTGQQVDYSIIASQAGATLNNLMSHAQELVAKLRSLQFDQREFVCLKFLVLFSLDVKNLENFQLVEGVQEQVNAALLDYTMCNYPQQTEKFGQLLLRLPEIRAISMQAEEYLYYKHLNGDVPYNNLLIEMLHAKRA
# CF NFkB inh = inhibitors of cystic fibrosis induced NF-kB; KKLEB NF-kB-GFP reporter, PAF-induced, GFP fluorescence overnight; inhibition, % at 5 µM; hit rate 0.86% among 360,000;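 active means at least 50% inhibition at 5 µM, scaled per plate between neutral and stimulator controls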;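 further: PAF is a Pseudomonas aeruginosa culture filtrate used as stimulus; plate controls were PAF-stimulated DMSO wells for no effect and unstimulated DMSO wells for full effect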
# SRC3 inh = inhibits human SRC3 coactivator; Q9Y6Q9; HEK293 GAL4-SRC3 luciferase reporter, luminescence; inhibition, % at 3.6 µM; hit rate 0.17% among 360,000;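 active means inhibition above a per-campaign cutoff, the mean of all compounds plus 3 SD, cut at about 60% in these data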;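 further: 0% = DMSO-treated cells and 100% = gossypol-treated cells at 36 µM; higher means less SRC3-driven luciferase light from the GAL4 reporter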
# TROY signal inh = TROY signaling inhibition; Q293 LMP1-TROYcd NF-kB luciferase reporter, 4 h; inhibition, % at 10 µM; hit rate 0.98% among 360,000; AID 1347056;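 active means compounds whose plate-normalised and pattern-corrected inhibition of the luciferase reporter signal at the single screening dose is 50% or more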
# EBV LMP1 NFkB = inhibitors of Epstein-Barr LMP1-induced NF-kappaB reporter | LMP1-induced NF-kappaB luciferase reporter cells, luminescence | inhibition, % at 12.5 µM | hit rate 0.69% among 350,000; in the data active means inhibition above about 41%;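 further: 0% = neutral control wells and 100% = reference inhibitor control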
# TRAIL sens C8 = sensitizes caspase-8 expressing cells to TRAIL; NB7+C8 cells + TRAIL, ATPlite viability luminescence; inhibition (viability loss, TRAIL sensitization), % at 10 µM; hit rate 1% among 360,000;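 active means compounds causing at least 50% loss of cell viability in the single-dose screen, relative to plate controls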
# Shn3 3UTR inh = Schnurri-3 reporter inhibition in Clone20 osteoblasts | Clone20 osteoblast Shn3 3'UTR firefly luciferase, 24 h | inhibition, % at 12.5 µM | hit rate 0.52% among 360,000 | AID 588674;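 active means mean inhibition of at least 75% with every replicate also reaching 75%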;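 further: 0% = median of neutral control wells and 100% = pilot-screen positive control compound; some compounds past the cut are filed as inactive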
# KKLEB cytotox = counter-screen for CF NF-kB inhibitors: cytotoxicity; activity change (cytotoxicity), % at 5 µM; hit rate 0.36% among 360,000; KKLEB CF airway cells viability, ATPlite luminescence, overnight; hits give low values; cells stimulated with P. aeruginosa culture filtrate;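 active means corrected activity change at or below -50% at 5 µM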
# COUP-TFII inh = NR2F2 (human) inhibition, primary screen; HEK293T NGFI-A luciferase reporter, luminescence; inhibition, % at 8.6 µM; hit rate 0.7% among 370,000; P24468;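 active means inhibition above a per-plate cutoff, mean inhibition of test wells between control levels plus 3 SD, cut at about 38% in these data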;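 further: cells cotransfected with COUP-TFII expression vector driving the NGFI-A reporter; 0% = median of COUP-TF2 test wells and 100% = reporter-only cells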
# Target sequence (P24468 whole entry, looked up): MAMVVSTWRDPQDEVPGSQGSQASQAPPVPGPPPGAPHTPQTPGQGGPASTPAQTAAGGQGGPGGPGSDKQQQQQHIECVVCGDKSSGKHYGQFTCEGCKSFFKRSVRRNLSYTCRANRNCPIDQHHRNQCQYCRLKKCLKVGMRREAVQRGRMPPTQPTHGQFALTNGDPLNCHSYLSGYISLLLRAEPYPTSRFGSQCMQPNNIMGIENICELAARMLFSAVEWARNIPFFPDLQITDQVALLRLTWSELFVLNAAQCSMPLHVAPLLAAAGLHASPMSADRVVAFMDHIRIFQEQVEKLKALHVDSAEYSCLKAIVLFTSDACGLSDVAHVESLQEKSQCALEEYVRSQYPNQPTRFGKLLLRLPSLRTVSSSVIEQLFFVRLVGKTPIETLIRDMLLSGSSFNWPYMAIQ
# TWEAK-Fn14 inh = blocks TWEAK-Fn14 interaction in a reporter cell assay | inhibition, % at 10 µM | hit rate 2% among 360,000 | TWEAK-stimulated Fn14 reporter cells, luciferase luminescence, 8 h; in the data active means inhibition above about 50%
# Active calls of the source: *; nt = no result given. These rows are one share of the data. The share of hits here may be higher or lower than overall.
SMILES	TROY signal inh	NR5A2 inv ag	SRC3 inh	COUP-TFII inh	Shn3 3UTR inh	CF NFkB inh	TWEAK-Fn14 inh	TRAIL sens C8	KKLEB cytotox	EBV LMP1 NFkB	NCOA1 inh
CSc1ccc(CN2CCC(C)(Oc3ccc(CC#N)cc3)C2)cc1 (stereo not given)	5	28	-19	8	-2	4	-25	-14	-5	nt	2
O=C(COC(=O)c1ccc(=O)[nH]c1)Nc1cccc(S(=O)(=O)N2CCOCC2)c1	-8	-10	-7	13	2	-4	-10	4	2	-1	-10
Cc1ccc(C)c(NCCCCCCCC(=O)O)c1	5	7	4	8	3	3	6	1	5	nt	-44
COc1ccc(/C=C2/C(=O)N(c3ccccc3)N=C2C)c(OC)c1	-9	9	1	7	-8	-15	4	8	21	-10	0
Cc1cc(Cl)cc(Br)c1OCCNCC(C)O (stereo not given)	-2	10	-1	-1	-2	2	-4	-1	1	8	1
COc1cc2c(cc1OC)C(c1cccc(OC)c1OC)CC(=O)N2 (stereo not given)	-14	-18	9	-5	18	10	-19	-4	-6	7	-6
CCOc1ccc(OCCC(=O)OCC(=O)NC2CC2)cc1	-3	-1	-8	8	0	3	-4	-20	13	2	-8
CC(C)N1CCN(CC2COc3ccccc3O2)CC1 (stereo not given)	-11	-13	11	-13	2	-9	3	3	13	0	4
COc1ccccc1NS(=O)(=O)c1cn(C)cn1	15	-15	-5	9	-2	-5	-5	-8	-1	0	1
Cc1ccc(N2CC(C(=O)OCC(=O)C(C)(C)C)CC2=O)cc1 (stereo not given)	14	2	-9	18	-3	9	-4	-10	6	-4	-13
Cc1ccc(C(=O)n2nc(-c3cccnc3)nc2N)cc1	64*	-3	6	17	-13	0	22	-7	10	6	0
Cc1ccc(S(=O)(=O)N(C)C)cc1NC(=O)C1CCCC1	-3	-6	17	-2	-8	-7	5	-5	6	-3	12
CCCCCOc1ccc(Br)cc1CSC(=N)N	42	43	27	66*	89*	25	27	1	-6	23	-14
COc1cc(C(=O)NC(=S)NC(C)C)cc(OC)c1OC	-7	-1	4	-6	0	-20	-4	16	8	7	7
O=C(OCCN1CCOCC1)c1ccccc1	-25	-8	-20	13	-16	10	5	-21	6	23	6
NC(=S)n1[nH]c(-c2ccc([N+](=O)[O-])cc2)c(N=Nc2ccc(O)cc2)c1=O	-9	19	-6	-15	30	-111	-34	-11	-11	-19	-12
CC(C)(C)c1ccc(-c2nnc3sc(-c4ccncc4)nn23)cc1	4	-4	-12	-9	-1	8	5	10	-23	-5	-12
CCCn1c(SCC(=O)Nc2nc(C)cs2)nnc1-c1cccnc1	-12	9	7	-4	-1	-12	1	13	3	1	-2
CN(C)Cc1ccccc1Sc1ccccc1Br	4	2	12	8	-7	-36	0	-8	6	-3	-11
COC(=O)c1oc2ccccc2c1N	-5	-18	-7	2	-6	10	-1	2	-3	-15	-13

# Three entries from above, arranged by their value in NR5A2 inv ag, largest number first:
molecule	NR5A2 inv ag	SRC3 inh	COUP-TFII inh	Shn3 3UTR inh	CF NFkB inh	TWEAK-Fn14 inh	EBV LMP1 NFkB	NCOA1 inh
CSc1ccc(CN2CCC(C)(Oc3ccc(CC#N)cc3)C2)cc1 (stereo not given)	28	-19	8	-2	4	-25	nt	2
COc1ccccc1NS(=O)(=O)c1cn(C)cn1	-15	-5	9	-2	-5	-5	0	1
COC(=O)c1oc2ccccc2c1N	-18	-7	2	-6	10	-1	-15	-13

# (cont.)
SMILES	TROY signal inh	NR5A2 inv ag	SRC3 inh	COUP-TFII inh	Shn3 3UTR inh	CF NFkB inh	TWEAK-Fn14 inh	TRAIL sens C8	KKLEB cytotox	EBV LMP1 NFkB	NCOA1 inh
CC(C)CCC(C(=O)NC(C)c1ccccc1)C(=O)NC(C)c1ccccc1 (stereo not given)	-6	-5	-9	-1	-1	-5	32	-10	5	-1	-8
CC(NCC(=O)Nc1ccccc1C(=O)NC1CC1)c1ccc(S(N)(=O)=O)cc1 (stereo not given)	-5	8	6	7	-10	10	-24	-18	12	-1	10
COc1cc(C(=O)OCCn2c(=O)c3c(ncn3CCN(C)C)n(C)c2=O)cc(OC)c1OC	-4	9	4	-1	7	-17	-19	4	-2	3	11
O=C(Nc1nc2ccccc2[nH]1)c1ccc(Cl)cc1	28	-152	-57	-3	3	-18	69*	87*	-30	-3	-81
Cc1ccc(S(=O)(=O)c2c(N)n(Cc3ccco3)c3nc4ccccc4nc23)cc1	5	-9	10	-8	-19	-15	18	-7	-9	-8	9
O=C(Nc1ccccc1)Nc1ccc(F)c([N+](=O)[O-])c1	-11	-11	-9	-8	46	-9	-6	28	8	1	2
COCCOC(=O)c1c(C)nc(SCC(=O)Nc2ccc(OC)cc2)c(C#N)c1-c1ccco1	11	13	-7	4	30	17	-22	-1	-15	-1	9
Cc1cccc(NC(=O)c2cc(-c3cc(Cl)ccc3O)n[nH]2)c1	-65	-79	-71	nt	-96	20	-13	19	2	-22	-64
O=C(Nc1ccccc1)c1ccc(S(=O)(=O)N2CCCCC2)cc1	-14	-9	-16	8	-13	8	6	12	-18	-3	0
O=C(Nc1ccc(C(F)(F)F)cc1)c1ccc(NC(=O)C2CCCO2)cc1 (stereo not given)	9	4	16	nt	32	-4	28	25	3	9	17
COc1ccc(CCNc2nc(C)cc(C)c2C#N)cc1OC	6	-17	1	-10	16	11	7	6	-1	2	17
O=C(COC(=O)C1(c2ccccc2)CCCC1)N1CCNC1=O	1	8	2	-14	7	-12	-3	-5	5	-2	-7
CN1C[C@@H]2C[C@@H](C3=Cc4cc(Cl)ccc4OC3)N3CCC[C@@]23C1=O	6	3	20	-11	-9	0	7	7	6	-5	13
CCCCn1c(-c2ccc(Cl)cc2)nc2c(=O)n(C)c(=O)[nH]c21	0	8	21	-4	10	-1	-14	-6	-6	-8	4
CN1OC[C@@H]2CN(S(=O)(=O)c3ccccc3)[C@H](c3cccc(Br)c3)C[C@@H]21	-10	4	-13	5	15	14	7	-7	3	-5	-61
CCCCOc1cc(C)nc(NCc2ccccc2)n1	-24	-5	-3	12	29	18	-6	5	-12	1	-14
COC1CCCN(C(=O)c2ccc(OC3CCN(CCc4ccccc4)CC3)cc2)C1 (stereo not given)	5	-11	7	-9	-5	3	2	-5	-11	-4	-3
COCC1CCN(C(=O)C2CCC(=O)N(CCc3ccc(Cl)cc3)C2)CC1 (stereo not given)	-14	5	-16	3	-1	4	4	-3	-3	4	-1
CCCCn1c(N)c(N(CC(C)C)C(=O)c2cc(-c3ccc(F)cc3)nc3ccccc23)c(=O)[nH]c1=O	-7	-11	9	16	43	16	19	-9	-8	4	-9
CCOc1ccccc1-n1c(SCC(=O)NC2CCCC2)nnc1-c1ccoc1C	15	-3	10	3	0	2	-4	3	14	-4	-7

# Next structures
SMILES	TROY signal inh	NR5A2 inv ag	SRC3 inh	COUP-TFII inh	Shn3 3UTR inh	CF NFkB inh	TWEAK-Fn14 inh	TRAIL sens C8	KKLEB cytotox	EBV LMP1 NFkB	NCOA1 inh
CC(=O)Nc1ccc(S(=O)(=O)NC2CCS(=O)(=O)C2)cc1Cl (stereo not given)	5	-3	11	-13	6	5	-11	-4	-6	2	13
O=C(Nc1ccccc1C(F)(F)F)N1CCCC1c1cccnc1 (stereo not given)	5	3	12	4	11	15	15	-5	2	0	10
CCCCCCCC1CC(CSC(=N)N)OC1=O (stereo not given)	-6	13	-17	-3	-13	-6	5	8	14	-24	-3
Cc1noc(/C=C/N(C)C)c1S(=O)(=O)N1CCC(C(=O)NC(C)(C)C)CC1	1	3	5	15	3	1	-3	-2	9	2	-22
Cc1ccc(S(=O)(=O)N(C)C)cc1NC(=O)C1CCCN(C(=O)c2ccc(Cl)cc2)C1 (stereo not given)	-2	13	-9	11	7	13	-12	16	10	6	-24
CCOc1ccc(CC2CCC(=O)NC2=O)cc1 (stereo not given)	-2	2	24	-5	-11	-3	-3	-12	12	0	-26
CCCC[C@@H]1C=C(C(=O)O)[C@H](c2ccc3c(c2)OCO3)N1S(=O)(=O)c1ccc(C)cc1	0	4	8	2	-6	6	9	2	6	-1	-2
O=C(Nc1cccn(Cc2c(Cl)cccc2Cl)c1=O)c1ccc(Cl)cc1	-41	6	5	-16	17	15	25	18	-14	-7	-15
CC1CCN(c2nc3ccccc3nc2C(C#N)C(=O)OC2CCCCC2)CC1 (stereo not given)	-17	8	23	nt	-3	7	7	-3	-15	2	1
CN(C)S(=O)(=O)Nc1ccc(C(=O)O)cc1	-22	-12	-18	23	-5	-2	-14	-18	-2	2	1
CCOC(=O)c1ccc(NC(=O)CSc2ccc(-c3cccnc3)nn2)cc1	19	11	-14	2	18	20	15	-8	-10	10	-3
O=C(c1ccc(-n2cncn2)c2ccoc12)N1CCOCC1	-2	-5	2	8	-14	10	4	-2	-2	nt	6
CCCS(=O)(=O)N1CCN(C(=O)c2cccc(OC)c2)CC1	11	3	11	1	-15	13	-15	-6	-7	-5	-12
CC(C#N)(CCc1ccccn1)CCc1ccccn1	-7	15	7	6	-8	4	14	1	-1	0	1
C=CCn1c(CCCNC(=O)c2ccccc2OC)nc2ccccc21	-8	-21	3	nt	22	-3	-15	-2	6	-11	1

# Record cards (already shown). Order of values: TROY signal inh, NR5A2 inv ag, SRC3 inh, COUP-TFII inh, Shn3 3UTR inh, CF NFkB inh, TWEAK-Fn14 inh, TRAIL sens C8, KKLEB cytotox, EBV LMP1 NFkB, NCOA1 inh
# Cc1ccc(N2CC(C(=O)OCC(=O)C(C)(C)C)CC2=O)cc1 (stereo not given) reads 14, 2, -9, 18, -3, 9, -4, -10, 6, -4, -13
# Cc1ccc(C)c(NCCCCCCCC(=O)O)c1 reads 5, 7, 4, 8, 3, 3, 6, 1, 5, nt, -44

# 2 of these compounds in another layout:
CN(C)S(=O)(=O)Nc1ccc(C(=O)O)cc1
- TROY signal inh = -22
- NR5A2 inv ag = -12
- SRC3 inh = -18
- COUP-TFII inh = 23
- Shn3 3UTR inh = -5
- CF NFkB inh = -2
- TWEAK-Fn14 inh = -14
- TRAIL sens C8 = -18
- KKLEB cytotox = -2
- EBV LMP1 NFkB = 2
- NCOA1 inh = 1
C=CCn1c(CCCNC(=O)c2ccccc2OC)nc2ccccc21
- TROY signal inh = -8
- NR5A2 inv ag = -21
- SRC3 inh = 3
- COUP-TFII inh = nt
- Shn3 3UTR inh = 22
- CF NFkB inh = -3
- TWEAK-Fn14 inh = -15
- TRAIL sens C8 = -2
- KKLEB cytotox = 6
- EBV LMP1 NFkB = -11
- NCOA1 inh = 1
